Source: PubChem (Southern Research Specialized Biocontainment Screening Center)
PhoP GFP inhibition – PhoP regulon inhibitors, Salmonella typhi PhoP promoter GFP reporter, confirmatory (AID 1850) | Salmonella Typhi PhoP-promoter GFP reporter, fluorescence, 4 h; higher % means a stronger effect | one-dose inhibition, % at 50 µM; IC50 in µM for titrated hits | 310,000 tested, 0.33% active; in the data active = a potency from the dose series; inconclusive = inhibition mostly from about 25% at the one dose, without a potency; inactive = the rest, 99 in 100 with inhibition below about 19%;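 note: 0% = induced wells with vehicle and 100% = uninduced wells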
H1N1 NS1A inhibition – H1N1 influenza NS1A inhibitors, functional cell based assay (AID 504329) | 340,000 tested, 0.3% active | NS1A functional cell-based assay, percent inhibition; higher % means a stronger effect | one-dose inhibition, % at 12.5 µM; IC50 in µM for titrated hits; in the data active = a potency from the dose series; inconclusive = inhibition above about 27% without an active follow-up result; note: strong numbers were not always called active
H37Rv inhibition – M. tuberculosis growth inhibition, HTS (AID 449762); 330,000 tested, 0.59% active; M. tuberculosis H37Rv growth inhibition, 7H9 media; higher % means a stronger effect; inhibition, % at 25 µM, or IC50 in µM where a hit was titrated; in the data active = a potency from the dose series; inconclusive = inhibition above about 70% without an active follow-up result;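 note: bacterial growth assessed after seven days of incubation; strong numbers were not always called active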
M. tuberculosis – growth inhibition of non-replicating M. tuberculosis (AID 488890); 320,000 tested, 0.39% active; inhibition, % at 25 µM, or IC50 in µM where a hit was titrated; Mycobacterium tuberculosis non-replicating, growth inhibition; higher % means a stronger effect; in the data active = a potency from the dose series; inconclusive = inhibition mostly from about 82% at the one dose, without a potency; inactive = the rest, 99 in 100 with inhibition below about 76%;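 note: plate controls were DMSO cells for no effect and high antibiotic wells for full effect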
inhibitors of VEEV – inhibitors of VEEV TC-83 cytopathic effect, confirmation, Vero cells (AID 588727). Vero cells, VEEV TC-83 cytopathic effect inhibition; higher % means a stronger effect. inhibition, % at 20 µM, or IC50 in µM where a hit was titrated. 350,000 tested, 0.13% active; in the data active = a potency from the dose series; inconclusive = inhibition mostly from about 14% at the one dose, without a potency; inactive = the rest, 99 in 100 with inhibition below about 12%; note: strong numbers were not always called active
inhibitors of VEEV 10K pilot screen – also measured in inhibitors of VEEV; calls as there; inhibition, %; measured here: 10K pilot screen inhibition
* marks the source's active call; other numbers are inactive results; i = inactive; ? = inconclusive; . = no result given. Random draw from the library; about 1.5% have a hit in one of these screens.

SMILES	PhoP GFP inhibition	H1N1 NS1A inhibition	H37Rv inhibition	M. tuberculosis	inhibitors of VEEV	others
c1ccc(-c2nnc3nc(N4CCCCC4)nc(N4CCCCC4)n23)cc1	.	-22%	.	.	4.6%
COc1ccccc1NC(CC(=O)c1ccccc1)C(=O)OCC(=O)c1ccc(C)c(C)c1 (stereo not given)	-6%	0%	?	77%	i
N#C/C(=C(/O)c1ccc(Br)s1)c1nc2ccccc2[nH]1	-18%	-1%	-1%	.	1.0%
CC(C)N(CCCNC(=O)Cn1c(=O)c2cccn2c2ccccc21)Cc1ccccc1	-5%	1%	-8%	18%	i
O=S(=O)(/N=C(/Nc1ccccn1)c1ccc(Cl)cc1)c1ccc(Cl)cc1	-3%	-7%	5%	-10%	12%
COc1ccc(NS(=O)(=O)c2cc3c(cc2C)N(C)CCO3)c(OC)c1	1%	6%	-4%	10%	1.7%	inhibitors of VEEV 10K pilot screen=1.9
CC(=O)Nc1ccc(NC(=O)CN(C)CC(=O)Nc2ccccc2Br)cc1	-9%	-6%	1%	-10%	0.4%
O=C(COC(=O)c1cccnc1)Nc1cccc2ccccc12	7%	-5%	0%	-13%	0.6%
Cc1ccc(CNC(=O)CN(c2ccc(C)cc2)S(=O)(=O)c2c(C)nn(C)c2C)cc1	2%	2%	5%	8%	4.4%
COc1ccccc1N(C)S(=O)(=O)c1ccc(C(=O)N2CCC2)cc1	.	-2%	.	.	2.1%
O=Nc1c2ccc[nH]c-2c2ccc([N+](=O)[O-])cc12	5%	6%	21%	22%	0.3%	inhibitors of VEEV 10K pilot screen=0.4
COc1cc(/C=N/N2CCN(C3c4ccccc4-c4ccccc43)CC2)cc(OC)c1OC	-4%	2%	-1%	3%	6.4%
CCc1c(C)[nH]c2ccc(C)cc2c1=O	-1%	-1%	2%	-1%	2.3%
COc1ccc(NC(=O)c2ccccc2NC(=O)CN2CCCCCC2)cc1	.	-5%	1%	-4%	1.3%
Cc1sc(NC(=O)C2=COCCO2)nc1-c1ccc(F)cc1	-6%	13%	19%	12%	1.9%
CCn1c2ccccc2c2nnc(SCC(=O)Nc3cc(C)on3)nc21	2%	5%	3%	-12%	i
O=C(CNC(=O)c1ccc(Oc2ccccc2)cc1)OCc1ccc(Br)cc1	-5%	6%	7%	72%	0.0%
COc1cc(OC)cc(C(=O)N[C@H](C(=O)Nc2ccc(S(=O)(=O)N(C)C)cc2)C(C)C)c1	4%	-2%	54%	30%	7.7%
COc1cc(OC)cc(C(=O)NCCNC(=O)c2ccco2)c1	1%	-16%	-8%	-7%	0.9%
O=C(CCC1CCN(C(=O)Cc2c(F)cccc2F)CC1)NC1CC1	-21%	-10%	2%	-3%	0.8%
Cc1cc(C(=O)N2CCN(c3ncccc3C#N)CC2)no1	-1%	-20%	-5%	-12%	i
COc1ccc(/C=C/C2=CC(C)(C)NC(=S)N2)cc1	2%	21%	2%	43%	3.0%
C=CCNC(=O)C1CC(=O)N(c2ccc(OCC(=O)Nc3ccc(Cl)cc3)cc2)C1 (stereo not given)	4%	8%	0%	-16%	0.4%
CCC(C(=O)Nc1nc(C)c(C(=O)OC)s1)c1ccccc1 (stereo not given)	7%	-4%	6%	33%	2.2%
CCCCc1nc2cc(C(=O)N3CCCCC3COC)ccc2o1 (stereo not given)	-3%	17%	7%	-2%	2.3%
Cc1cc(C(F)(F)F)nn1Cc1n[nH]c(=S)n1-c1ccc(Cl)cc1	8%	-5%	2%	7%	i
CN(c1ccccc1)S(=O)(=O)c1cccc(C(=O)OCC(=O)Nc2ccc3[nH]c(=O)[nH]c3c2)c1	-4%	-7%	5%	6%	1.2%
CCOc1ccc(OCCOc2cccc(C(F)(F)F)c2)cc1	7%	0%	14%	34%	3.4%
CCC(=O)Oc1ccc(-c2cnc3ccccc3n2)cc1	-6%	0%	59%	18%	1.6%
COC(=O)c1ccc(N2NC(=O)/C(=C/c3ccc(OC)c(OC)c3)C2=O)cc1	6%	7%	?	.	i
COCCn1c(C)cc(C(=O)CSc2nc3ccccc3c(=O)n2Cc2ccco2)c1C	-5%	15%	8%	-9%	9.7%
CCC1NC(C(=O)O)Cc2c1[nH]c1ccccc21 (stereo not given)	10%	7%	-9%	13%	i
CCOC(=O)c1ccccc1NC(=O)COC(=O)CCNS(=O)(=O)c1cccs1	.	-8%	.	.	2.0%
COc1ccc(C2C(C(C)=O)=C(O)C(=O)N2C)c(OC)c1 (stereo not given)	4%	2%	-9%	-10%	i
O=C(/C=C/c1ccc(F)cc1)Nc1cc(S(=O)(=O)N2CCOCC2)ccc1N1CCCC1	-21%	0%	-14%	17%	i
Cc1ccc(CNC(=O)[C@H](Cc2ccccc2)NC(=O)c2ccco2)cc1	.	0%	0%	6%	4.2%
Cc1cc(C)n2nc(C(=O)N(C)c3c(N)n(Cc4ccccc4)c(=O)[nH]c3=O)nc2n1	8%	2%	1%	-17%	i
Cc1cc(C(=O)OCC(=O)Nc2c(Cl)cccc2C(F)(F)F)c(C)o1	-3%	-11%	3%	-4%	0.1%
Cc1ccsc1C(=O)N[C@@H](C)c1nnc2ccccn12	17%	-3%	5%	-13%	2.5%
COc1cc(NC(=O)c2ccccc2)c(OC)cc1NC(=O)CN1C(=O)NC2(CCCCC2C)C1=O (stereo not given)	.	-14%	-7%	38%	4.8%
Cc1cc(OCCOCCNC(C)C)cc(C)c1Cl	2%	-25%	0%	25%	3.2%
CCOC(=O)c1cnc(SC2CCc3ccccc3C2=O)nc1N (stereo not given)	-3%	17%	71µM*	22%	5.8%
O=C1N(c2ccccc2)C[C@@H]2C[C@@H](c3cccs3)N3CCC[C@@]123	4%	-5%	-10%	41%	1.4%
O=S(=O)(NCc1ccccc1)c1ccc(F)cc1Br	-8%	-13%	4%	8%	1.8%
COc1ccccc1/C=N\Nc1cc(C)nc(-n2nc(C)cc2C)n1	-3%	-4%	?	1.8µM*	7.5%
CCn1c(NC(=O)C(C)C)c2ccccc2nc1=O	-14%	-5%	1%	17%	0.8%
Cc1cccc(C)c1NC(=O)c1ccc2c(c1)CCN2S(C)(=O)=O	1%	1%	-1%	-1%	2.9%
Cc1ccc2c(c1)N(CC(=O)NCC1CCCO1)C(=O)C(C(C)C)O2 (stereo not given)	1%	-1%	-6%	-9%	0.5%
CC(C)CN(C(=O)CC(C)c1ccccc1)c1c(N)n(Cc2ccccc2)c(=O)[nH]c1=O (stereo not given)	-3%	-3%	-4%	14%	8.9%
Cc1ccc(NC(=O)Cn2c3ccc(F)cc3c3nc4n(c(=O)c32)CCS4)cc1F	-23%	7%	6%	14%	12%

New compounds follow.
SMILES	PhoP GFP inhibition	H1N1 NS1A inhibition	H37Rv inhibition	M. tuberculosis	inhibitors of VEEV	others
CCCn1c(=O)c(C(=O)NCc2ccc(OC)c(OC)c2)c(O)c2ccccc21	4%	1%	4%	2%	4.7%
CCCCn1c(SCC(=O)Nc2cc(C)on2)nc2cc(S(N)(=O)=O)ccc21	.	4%	-5%	8%	i
O=C(N[C@@H]1CCC(=O)N(CC[C@H](Sc2ccc(Br)cc2)c2ccccc2)CC1)OCc1ccccc1	.	15%	-9%	49%	1.2%
CCOc1ccc(S(=O)(=O)NC(C)C(=O)NCc2ccccn2)cc1 (stereo not given)	-3%	-8%	-4%	-1%	i
Cn1c(-c2ccccc2[N+](=O)[O-])[n+](C)c2ccccc21	-2%	-13%	1%	1%	i
CC1Cc2nc(SCC(N)=O)n(Cc3ccccc3)c(=O)c2S1 (stereo not given)	-46%	3%	0%	.	0.9%
Cc1cccc(N2CCN(C(=O)CCN3C(=S)NC(C)(C)CC3C)CC2)c1C (stereo not given)	24%	0%	0%	-6%	1.6%
C#CCOCCOCCOCCNc1nc(N2CCN(C(=O)CCCCCCCCCCNC(=O)Cn3cc(CCCCCN)nn3)CC2)nc(N2CCN(C(=O)CCCCCCCCCCNC(=O)[C@H](CO)n3cc(CCCCCN)nn3)CC2)n1	17%	13%	?	34%	0.1%	inhibitors of VEEV 10K pilot screen=2.3
CCCCc1n[nH]c(=S)n1Cc1ccccc1	-5%	1%	0%	5%	1.1%
Cc1ccccc1-c1nc(CN(Cc2c(C)nn(C)c2C)C2CC2)c(C)o1	-2%	-4%	-2%	14%	4.3%
Clc1ccccc1OCc1nc(-c2ccc(Br)o2)no1	23%	2%	-10%	20%	9.8%
O=S1(=O)CCN(Cc2ccccc2C(F)(F)F)CC1	-3%	-12%	-4%	-14%	0.9%
COc1ccc(O)c(/C=N/NC(=O)CSc2nnc(C)n2-c2ccccc2)c1	-2%	11%	-13%	3%	3.2%
C=C(C)CNC(=S)N/N=C(\C)c1ccc(-n2ccnc2)cc1	4%	-3%	50%	72%	1.4%

Grouped by structure, the entries above with an aryl methoxy group (14)
SMILES	PhoP GFP inhibition	H1N1 NS1A inhibition	H37Rv inhibition	M. tuberculosis	inhibitors of VEEV	others
COc1ccccc1NC(CC(=O)c1ccccc1)C(=O)OCC(=O)c1ccc(C)c(C)c1 (stereo not given)	-6%	0%	?	77%	i
COc1ccc(NS(=O)(=O)c2cc3c(cc2C)N(C)CCO3)c(OC)c1	1%	6%	-4%	10%	1.7%	inhibitors of VEEV 10K pilot screen=1.9
COc1ccccc1N(C)S(=O)(=O)c1ccc(C(=O)N2CCC2)cc1	.	-2%	.	.	2.1%
COc1cc(/C=N/N2CCN(C3c4ccccc4-c4ccccc43)CC2)cc(OC)c1OC	-4%	2%	-1%	3%	6.4%
COc1ccc(NC(=O)c2ccccc2NC(=O)CN2CCCCCC2)cc1	.	-5%	1%	-4%	1.3%
COc1cc(OC)cc(C(=O)N[C@H](C(=O)Nc2ccc(S(=O)(=O)N(C)C)cc2)C(C)C)c1	4%	-2%	54%	30%	7.7%
COc1cc(OC)cc(C(=O)NCCNC(=O)c2ccco2)c1	1%	-16%	-8%	-7%	0.9%
COc1ccc(/C=C/C2=CC(C)(C)NC(=S)N2)cc1	2%	21%	2%	43%	3.0%
COC(=O)c1ccc(N2NC(=O)/C(=C/c3ccc(OC)c(OC)c3)C2=O)cc1	6%	7%	?	.	i
COc1ccc(C2C(C(C)=O)=C(O)C(=O)N2C)c(OC)c1 (stereo not given)	4%	2%	-9%	-10%	i
COc1cc(NC(=O)c2ccccc2)c(OC)cc1NC(=O)CN1C(=O)NC2(CCCCC2C)C1=O (stereo not given)	.	-14%	-7%	38%	4.8%
COc1ccccc1/C=N\Nc1cc(C)nc(-n2nc(C)cc2C)n1	-3%	-4%	?	1.8µM*	7.5%
CCCn1c(=O)c(C(=O)NCc2ccc(OC)c(OC)c2)c(O)c2ccccc21	4%	1%	4%	2%	4.7%
COc1ccc(O)c(/C=N/NC(=O)CSc2nnc(C)n2-c2ccccc2)c1	-2%	11%	-13%	3%	3.2%
